Exocytosis inh: LAMP-1 surface exposure blockers, TALL-104 cells – cell-based, flow cytometry, MLPCN library, primary screen; 360,000 tested, 0.66% active; TALL-104 LAMP-1 surface exposure; cells stimulated with thapsigargin and PMA; AID 651702, 2012; inhibition, % at 10 µM;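 active means inhibition above about 55%, limit read from the data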
ABHD5-PLIN5 inh: ABHD5-PLIN5 interaction inhibitors, primary screen, cell lysate, split luciferase complementation, luminescence. inhibition, % at 4 µM. Split G. princeps luciferase complementation, 4 h. Perilipin-5 (Homo sapiens) + 1-acylglycerol-3-phosphate O-acyltransferase ABHD5 (Homo …. 360,000 tested, 0.78% active;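 active means inhibition above the mean inhibition across every tested compound plus 3 SD, cut at about 22% in these data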;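 further: 0% = DMSO only wells and the 100% control is not disclosed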
H9c2 protect: cardioprotection against H2O2-induced cell death, primary screen, uHTS, H9c2 cells, ATPLite luminescence; H9c2 cardiomyocytes, H2O2 injury protection, 2 h; protection from H2O2 cell death, % at 20 µM; 360,000 tested, 0.63% active; AID 588492, 2011;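 active means compounds giving at least 50% protection of heart cells from peroxide-induced death in the single-dose screen, raw or plate-pattern-corrected value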;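 further: 0% = DMSO wells with peroxide and 100% = DMSO wells without peroxide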
Glyco luc inh: increase of ERlucT glycosylation luciferase signal, primary screen, N-linked glycosylation inhibitor project, D54 ERlucT cells, luminescence, set 2. reporter increase, % at 12.5 µM. 360,000 tested, 0.23% active. AID 588692, 2011. D54 ERlucT glycosylation luciferase reporter, 24 h; percent of 100 nM tunicamycin response;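 active means mean luciferase reporter signal, scaled so untreated is 0 and the glycosylation-blocking control 100, at or above a set limit in every replicate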;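 further: luciferase carries N-glycosylation sites so blocking glycosylation raises the light; 0% = median of neutral control wells and 100% = median of 100 nM tunicamycin wells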
MC4R ag barr: MC4R agonists recruiting beta-arrestin, primary screen, cell-based, luminescence, agonist arm of biased-ligand search. Melanocortin receptor 4 (Homo sapiens), P32245. U2OS MC4R beta-arrestin complementation; percent of melanotan II response, DMSO zero. activation, % at 8.9 µM. 360,000 tested, 0.98% active. AID 540308, 2011;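 active means activation above a per-plate cutoff, the mean activation of sample wells on that plate plus 3 SD, cut at about 8% in these data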
Target sequence (P32245 whole entry, looked up): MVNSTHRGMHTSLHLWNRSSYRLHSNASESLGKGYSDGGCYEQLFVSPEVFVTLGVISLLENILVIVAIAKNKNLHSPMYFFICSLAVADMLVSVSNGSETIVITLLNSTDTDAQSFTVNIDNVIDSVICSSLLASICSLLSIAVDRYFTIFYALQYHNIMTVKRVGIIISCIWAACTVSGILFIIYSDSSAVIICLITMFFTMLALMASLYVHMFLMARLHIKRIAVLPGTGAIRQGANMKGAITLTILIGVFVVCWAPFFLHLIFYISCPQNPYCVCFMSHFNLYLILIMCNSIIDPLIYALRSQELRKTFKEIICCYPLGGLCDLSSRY
MC4R antag cAMP: MC4R antagonists of cAMP signaling, primary screen, cell-based, TR-FRET, antagonist arm of biased-ligand search | MC4R-expressing cells, MTII-stimulated cAMP, LANCE TR-FRET | inhibition, % at 6.5 µM | 360,000 tested, 0.48% active;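 active means inhibition above its plate's cutoff, the mean of tested wells on that plate plus 3 SD, cut at about 29% in these data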;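 further: 0% = Melanotan II alone and 100% = Melanotan II plus saturating MCL0020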
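Assay system: U2OS cells stably expressing human melanocortin 4 receptor (MC4R) / Dosing: 6.5 µM / Timing: compound 30 min, challenge 1 h, detection 1 h / Measured by: Eu-cAMP/anti-cAMP TR-FRET, emission 671 nm / Replicates: singlicate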
PDI turbidity: inhibitors of human PDI, primary screen, biochemical, turbidity, single point, plate reader. Protein disulfide-isomerase (Homo sapiens), P07237. 350,000 tested, 0.052% active. PDI insulin aggregation turbidity, A650, 90 min. inhibition, % at 10 µM;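 active means mean inhibition across replicates of 30% or more, whatever share of single replicates reach that level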;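 further: absorbance from insulin aggregation driven by PDI reduction with DTT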
Target sequence (P07237 whole entry, looked up): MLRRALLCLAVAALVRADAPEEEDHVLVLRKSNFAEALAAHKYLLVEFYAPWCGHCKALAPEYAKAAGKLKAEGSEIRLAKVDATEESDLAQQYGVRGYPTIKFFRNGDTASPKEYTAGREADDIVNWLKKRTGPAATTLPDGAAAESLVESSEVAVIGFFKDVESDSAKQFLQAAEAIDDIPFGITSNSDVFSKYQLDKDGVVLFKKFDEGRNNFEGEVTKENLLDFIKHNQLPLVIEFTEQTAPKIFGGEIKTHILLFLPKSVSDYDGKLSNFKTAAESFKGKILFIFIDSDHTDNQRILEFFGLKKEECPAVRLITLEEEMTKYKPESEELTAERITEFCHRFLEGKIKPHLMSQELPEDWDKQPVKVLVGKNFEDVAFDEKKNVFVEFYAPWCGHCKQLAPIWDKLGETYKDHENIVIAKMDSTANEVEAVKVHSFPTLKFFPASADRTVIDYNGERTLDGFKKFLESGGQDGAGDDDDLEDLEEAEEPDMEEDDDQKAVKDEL
ABCB6 inh 2: ABCB6 transporter inhibitors, primary screen, K562-ABCB6 cells, flow cytometry, MLPCN library; K562-ABCB6 porphyrin accumulation, 1 h; hits give low values; fluorescence ratio to DMSO, % at 10 µM; 360,000 tested, 0.19% active; AID 602162, 2011;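 active means fluorescence ratio to DMSO below 75%, the collection mean minus 3 SD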;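 further: signal is porphyrin accumulated inside mitochondria; 100% equals median channel fluorescence of DMSO control wells; lower ratio means ABCB6 inhibition with less porphyrin fluorescence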
m5-HT2A agonist: mouse Htr2a agonists via beta-arrestin recruitment, primary screen, cell-based, luminescence; 5-hydroxytryptamine receptor 2A (Mus musculus), P35363; CHO-K1 mHTR2A beta-arrestin complementation; percent of 30 µM serotonin response; activation, % at 7.6 µM; 360,000 tested, 0.66% active; AID 624169, 2012;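 active means activation above a run cutoff, the mean activation of all tested compounds plus 3 SD, cut at about 14% in these data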;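 further: 0% = plate median of compound wells and 100% = 30 µM serotonin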
CaV13 FRET inh: Primary screen for inhibitors of IQ motif and Ca2+-dependent inactivation inhibitor domain binding in CACNA1D, Förster resonance energy transfer in living cells, …; HEK cells, CFP/YFP FRET ICDI-IQ, plate reader, 10 min; percent FRET-ratio fall versus neutral wells; inhibition, % at 12.3 µM; 340,000 tested, 0.098% active; AID 743397;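 active means mean replicate inhibition of at least 30% and at least 1% of replicates passing that level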;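 further: 0% = median of the neutral control wells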
* = called active by the depositor; x = no result given; & = joins results of further samples.

SMILES	Exocytosis inh	ABHD5-PLIN5 inh	H9c2 protect	Glyco luc inh	MC4R ag barr	MC4R antag cAMP	PDI turbidity	ABCB6 inh 2	m5-HT2A agonist	CaV13 FRET inh
COc1ccc(CCNC(=O)C(=O)NCc2ccccc2)cc1OC	1.9	-0.8	3.3	17.0	-1.2	-19.9	1.0	97.0	0.1	x
O=C1CCC(=O)N1OCCCOc1ccccc1	-0.4	4.8	-6.8	0.0	-1.7	4.8	2.3	97.0	2.1	x
CC(C)(C)SCCNC(=O)c1ccccc1	10.6	7.9	-2.3	-2.9	1.1	0.3	-1.8	91.0	-4.6	-3.3
COc1ccc(CN2CCC(Cc3ccccc3)CC2)cc1OC	28.2	3.5	1.1	-1.4	-0.8	15.3	1.5	97.0	-15.7	-19.9
CCOC(=O)CSc1nnc(NC(=O)CCc2ccccc2)s1	1.9	0.9	-8.6	1.5	1.2	-4.8	11.9	103.0	-1.5	-14.9
CN1CCCN(C2C3CC4CC(C3)CC2C4)CC1 (centres undefined)	2.3	-2.4	14.8	-1.7	-0.1	4.2	-4.3	99.0	-1.3	-4.7
CC(=O)c1cccc(NC(=O)c2ccc([N+](=O)[O-])o2)c1	10.1	-11.9	9.5	18.0	0.9	3.4	-0.6	103.0	-2.3	-4.9
C[C@@H]1O[C@@H](Oc2c(-c3ccc(O)c(O)c3)oc3cc(O)cc(O)c3c2=O)[C@H](O)[C@H](O)[C@H]1O	-4.0&7.6	0.5&3.0	30.8&3.2	1.0&0.3	-1.4&-2.0	-0.5&-1.2	73.0*	97.0&97.0	-1.0&7.8	-6.1&-6.1
CCn1c(SCC(=O)Nc2ccc(S(N)(=O)=O)cc2)nnc1-c1ccccc1OC	3.4	-7.5	0.9	2.1	0.1	1.5	-2.4	93.0	0.4	-5.4
Cc1cc(C)n2c3c(c(C#N)c2n1)CC(C)(C)OC3	-1.2	11.1	-0.3	-0.2	-1.6	3.1	-2.4	98.0	5.1	-0.9
COc1ccc(N/N=C(/C#N)S(=O)(=O)C(C)(C)C)cc1	-2.3	2.7	0.2	2.3	1.4	5.2	2.6	100.0	3.0	-4.1
O=C(CSc1ncnc2[nH]ncc12)Nc1nc(-c2ccc(F)c(F)c2)cs1	27.7	8.6	1.7	-1.4	-1.2	-6.6	-8.9	90.0	4.3	1.6
Cc1cccc(NC(=O)CN2CCN(C(=O)CNC(=O)Cc3cccc4ccccc34)CC2)c1C	5.5	-5.7	-3.9	1.9	-0.1	5.2	6.7	89.0	-1.8	-6.1
COc1ccc(Cl)cc1NC(=O)CCNC(=O)OCc1ccccc1	-9.5	7.3	-1.2	0.8	-2.1	15.2	3.1	109.0	-1.4	7.1
O=C(COC(=O)/C=C/c1cccc(Br)c1)NCCc1ccccc1	-2.9	14.7	4.4	1.6	2.1	5.4	-3.1	100.0	-0.7	-1.7
Cc1ccc(S(=O)(=O)N(C)c2c(C)ccc(S(=O)(=O)NC(C)(C)C)c2C)cc1	0.6	3.7	10.9	-3.3	-0.6	-2.3	2.9	104.0	-7.3	-3.8
O=C(CSc1nnc(NC(=O)c2cccc(F)c2)s1)NCC1CCCO1 (centres undefined)	-1.7	-1.5	-7.5	1.2	-2.0	7.2	-0.9	97.0	2.0	x
CCC(CC)C(=O)N(CCc1ccc(OC)cc1)Cc1nc2ccccc2c(=O)[nH]1	-0.3	-1.1	56.0*	-5.0	5.0	11.3	10.3	107.0	-4.6	-7.2
CN(Cc1cnc2nc(N)nc(N)c2n1)c1ccc(C(=O)NC(CCC(=O)O)C(=O)O)c2ccccc12 (centres undefined)	-8.9	-3.2	-4.8	0.3	-0.1	-7.3	-7.7	98.0	0.4	-4.3
O=C(Cn1cnc2ccccc21)N/N=C/c1ccc([N+](=O)[O-])cc1	-3.4	-2.3	-3.2	-1.2	1.8	2.1	-5.1	119.0	-2.5	-17.5
CC(=O)c1ccc(NC(=S)N(CCCN(C)C)Cc2ccccc2)cc1	-7.9	-3.0	-0.6	-0.8	-1.9	6.0	-2.8	98.0	-3.4	3.0
COc1cccc(NC(=S)NNC(=O)c2c([N+](=O)[O-])c(C)nn2C)c1	9.0	9.3	5.2	2.7	0.2	-1.9	-0.3	97.0	2.5	-9.4
COC(=O)c1ccc(-n2c(C)cc(C(=O)COC(=O)CC3Sc4ccccc4NC3=O)c2C)cc1 (centres undefined)	-3.4	4.0	-4.6	0.1	1.5	-10.5	5.7	96.0	0.8	-4.9
CCc1ccccc1N1CC23C=CC(O2)C(C(=O)O)C3C1=O (centres undefined)	2.5	2.1	-2.0	-0.5	0.4	-2.9	x	99.0	-1.0	-10.9
CC(C)CCNC(=O)CN1N=C(c2ccc(Cl)cc2)CCC1=O	17.2	5.3	0.4	-1.1	-1.6	6.9	8.3	101.0	-3.0	-4.1
Cc1cccc(/C=C2\Sc3ccc(C(=O)N4CCCCC4)cc3N(C)C2=O)c1	-0.4	-3.6	-11.3	-1.4	-2.9	8.1	6.7	99.0	1.7	-6.8
CN(Cc1cccs1)C(=O)COC(=O)CNC(N)=O	-6.4	-6.4	4.3	0.3	1.7	14.6	1.1	98.0	1.8	0.9
Cc1csc2nc(CNS(=O)(=O)c3cccnc3)cn12	-0.4	-7.7	3.2	1.8	-1.1	16.4	-0.4	101.0	-0.1	-8.0
CCn1cc(/C=N\NC(=O)Cc2ccc(Cl)cc2)cn1	6.7	4.1	-2.8	1.3	-2.8	4.1	8.1	105.0	0.0	-3.4
CC(=O)Nc1ccc2c(CSc3nncs3)cc(=O)oc2c1	6.7	-0.9	1.6	1.4	-0.6	1.0	-1.4	97.0	-2.3	1.3
O=C1Nc2ccccc2SC1c1ccccc1 (centres undefined)	-7.2	-9.8	-2.2	-1.9	-1.8	-6.9	1.5	84.0	-4.1	-4.7
COc1ccc(CCNC(=O)C2CC3Cn4c(nc5ccccc54)C3N2C)cc1 (centres undefined)	-10.8	0.0	0.0	0.5	-0.4	6.5	9.7	87.0	-1.6	-8.4
CCOc1ccc(C2C(=O)N(C3CCCCC3)CC(=O)N2CC2CCCO2)cc1OC (centres undefined)	-2.2	2.0	0.7	2.0	3.0	-2.0	0.4	99.0	2.0	-7.0
OCCN1CCN(CC#CCn2c3ccccc3c3ccccc32)CC1	-1.3	15.1	8.1	0.0	-0.5	-4.3	2.6	98.0	-9.5	x
O=C(NCc1ccccn1)C1CC(c2ccccc2Cl)=NO1 (centres undefined)	-7.8	6.3	-4.7	0.4	-2.4	-5.1	2.0	96.0	14.8*	-6.7
O[C@@H]1C[C@H](c2ccccc2)N(CC2CCCCC2)C[C@H]1n1cc(C2CC2)nn1	-0.9	-0.1	3.0	-1.8	4.1	15.8	-7.9	101.0	3.0	-2.6
O=C(Nc1nccs1)c1ccc(COc2c(F)c(F)cc(F)c2F)cc1	2.5	-7.6	-4.1	-4.0	11.1*	14.9	3.5	97.0	-3.3	-3.8
Cc1n[nH]c(=S)n1-c1ccc(Cl)cc1	-0.3	-0.5	-5.0	1.8	0.8	5.1	8.9	92.0	6.3	-9.4
O=C(Nc1nnc(C2CC2)s1)c1cc([N+](=O)[O-])ccc1N1CCCCC1	-1.7	0.3	11.4	-1.6	-2.5	8.0	-10.1	102.0	1.4	-4.3
O=C(NC(=S)Nc1ccc(N2CCOCC2)c(Cl)c1)c1sc2ccccc2c1Cl	15.0	1.1	-7.6	0.7	1.6	15.4	2.6	102.0	4.3	-10.0
Cc1ccc(S(=O)(=O)n2nc(OC(=O)c3c(-c4ccccc4Cl)noc3C)cc2N)cc1	38.2	3.0	-8.4	13.3	-2.0	0.8	-7.0	86.0	-2.4	0.6
O=C(CCNS(=O)(=O)c1ccc(Br)cc1)NCc1ccc(Cl)cc1	-2.4	-0.5	-2.7	1.6	-2.3	3.2	-14.6	90.0	-10.3	-13.5
O=C(Nc1nnc(Cc2ccc(Cl)cc2)s1)C1CCCO1 (centres undefined)	-0.4	-0.8	-0.3	1.4	-3.3	9.0	-1.2	102.0	-3.6	0.5
O=C(/C=C/c1ccccc1[N+](=O)[O-])NNC(=O)c1ccncc1	-1.4	4.7	7.9	-0.5	-2.2	10.8	11.4	99.0	-1.5	-3.2
COC(=O)c1cn(NC(=O)c2ccc(OC)c(OC)c2)c(=O)c2ccccc12	2.3	1.6	-3.3	1.5	0.3	1.1	12.3	91.0	12.6	-4.0
CC(NCc1ccc(F)cc1)C(=O)NC1CCCCC1 (centres undefined)	-4.4	-4.8	-8.3	0.9	-1.3	2.2	5.7	98.0	-1.7	-2.3
COC(=O)CSc1nnc(-c2ccncc2)o1	0.1	-2.9	2.5	-1.1	1.8	20.6	5.8	93.0	4.8	-5.3
COc1ccc(Cn2cc(CN3CCS(=O)(=O)N(Cc4ccc(-c5cccc(Cl)c5)cc4)C(C)C3=O)nn2)cc1 (centres undefined)	2.6	15.0	-12.5	-6.1	-1.1	7.4	16.3	95.0	4.6	-4.9
COc1cc(O)c(C(CC(=O)N2CCCCC2)c2ccc(N(C)C)cc2)c(OC)c1 (centres undefined)	-0.9	-5.7	1.5	2.1	-1.2	-4.2	6.4	103.0	1.1	-6.5
COc1ccc(OC)c2sc(N3CCc4ccccc4C3)nc12	-6.1	0.4	-5.4	2.1	-2.3	-7.2	-2.9	96.0	-4.0	-6.5
CN=Cc1cc(-c2ccccc2)sc1O	-1.1	0.6	-7.5	-1.1	-2.3	-7.5	9.5	104.0	0.4	-6.0

As a working copy, part of the list above:
SMILES	Exocytosis inh	ABHD5-PLIN5 inh	H9c2 protect	Glyco luc inh	MC4R ag barr	MC4R antag cAMP	PDI turbidity	ABCB6 inh 2	m5-HT2A agonist	CaV13 FRET inh
Cc1ccc(S(=O)(=O)n2nc(OC(=O)c3c(-c4ccccc4Cl)noc3C)cc2N)cc1	38.2	3.0	-8.4	13.3	-2.0	0.8	-7.0	86.0	-2.4	0.6
O=C(CCNS(=O)(=O)c1ccc(Br)cc1)NCc1ccc(Cl)cc1	-2.4	-0.5	-2.7	1.6	-2.3	3.2	-14.6	90.0	-10.3	-13.5
O=C(Nc1nnc(Cc2ccc(Cl)cc2)s1)C1CCCO1 (centres undefined)	-0.4	-0.8	-0.3	1.4	-3.3	9.0	-1.2	102.0	-3.6	0.5
